NFkB transloc pot: enhancers of NFkB p65 translocation in HUVEC – imaging, IL-1B stimulus, high-content imaging, primary screen; HUVEC IL-1B NFkB p65 nuclear translocation imaging; activation, % at 2 µM; 94,000 tested, 0.3% active;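 active means activation above 40%, about the mean plus 3 SD, also judged a hit on visual image review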;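 further: percent activation is computed from the nuclear over cytoplasmic p65 intensity ratio; values of inactives mirror those of a sister screen read the other way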
PLAP inhibition: PLAP enzyme inhibitors, biochemical, luminescence, HTS (AID 690); Alkaline phosphatase, placental type (Homo sapiens); purified PLAP, luminescent substrate; higher % means a stronger effect; one-dose inhibition, % at 20 µM; IC50 in µM for titrated hits; 96,000 tested, 0.08% active; in the data active means a potency from the dose series; inactive means the rest, 99 in 100 with inhibition below about 30%; further: strong numbers were not always called active
MRP reversal: reversal of MRP1-mediated doxorubicin resistance, primary screen, H69AR cells, doxorubicin co-treatment. H69AR cells + 2 uM doxorubicin, CellTiter-Glo, 72 h. differential viability (reversal), % at 10 µM. 85,000 tested, 0.04% active. AID 602, 2007;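 active means viability drop by adding the cancer drug above about 55%, with treated viability meeting a 40% cutoff, limit read from the data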;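 further: viability without doxorubicin minus viability with 2 µM doxorubicin for each compound; larger differential means the compound sensitizes cells more to doxorubicin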
IL1B NFkB inh: inhibitors of IL-1B driven NFkB p65 nuclear import, primary screen, imaging, HUVEC, IL-1B stimulus, high-content imaging; 94,000 tested, 0.43% active; AID 796, 2007; HUVEC IL-1B NFkB p65 nuclear translocation imaging; inhibition, % at 2 µM;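 active means inhibition above about 30% together with a positive call from visual inspection of the well image, limit read from the data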;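 further: nuclear over cytoplasmic p65 intensity ratio measured by imaging; 0% = IL-1B stimulated DMSO wells and 100% = unstimulated DMSO wells; values of inactives mirror those of a sister screen read the other way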
Bcl-B displacement: displacers of TR3 peptide from Bcl-B, primary screen, selectivity assay for Bfl-1 inhibitor project, biochemical, fluorescence polarization. Bcl-2-like protein 10 (Homo sapiens). FP displacement of FITC-TR3 peptide from Bcl-B; higher % means a stronger effect. one-dose displacement, % at 20 µM; IC50 in µM for titrated hits. 96,000 tested, 0.11% active. AID 748, 2007;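 active means displacement above 50% at 20 µM plus a fluorescence interference ratio under 1.5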;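 further: plate controls were wells without compound for no effect and wells lacking Bcl-B protein for full effect; a part of the inactive calls stands beside numbers as strong as those of hits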
MRP reversal cytotoxicity: recorded beside MRP reversal, whose call it bears; viability, %; H69AR cells, CellTiter-Glo, 72 h; measured here: cytotoxicity without doxorubicin
MRP reversal with doxorubicin: further read-out of MRP reversal, marked with its call; viability, %; measured here: viability with 2 uM doxorubicin; stronger effect = lower value
IL1B NFkB inh cell count 2 µM: also measured in IL1B NFkB inh; calls as there; cell count; measured here: cells passing quality filter;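 raw number of nuclei counted in each imaged well without normalization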
NFkB transloc pot cell count 2 µM: second read-out of NFkB transloc pot, no call of its own (marks repeat the call); cell count; measured here: cells passing quality filter
The depositor's hits bear a star; / = not tested or not shown.

SMILES	NFkB transloc pot	NFkB transloc pot cell count 2 µM	PLAP inhibition	MRP reversal	MRP reversal cytotoxicity	MRP reversal with doxorubicin	IL1B NFkB inh	IL1B NFkB inh cell count 2 µM	Bcl-B displacement
CSc1ccccc1C(=O)N1CCOCC1	9	104	/	-1	95	96	-9	104	/
CCCn1c(C(C)NC(C)=O)nc2ccccc21 (stereo not drawn)	/	/	-20%	-1	99	100	/	/	-2%
O=C(NCCc1csc(-c2ccccc2)n1)c1ccc(Br)o1	7	213	-66%	6	76	71	-7	213	-2%
Cc1ccc(SCC(=O)O/N=C(\N)c2cccc([N+](=O)[O-])c2)cc1	-3	123	31%	/	/	/	5	148	-5%
Cc1cc(C(=O)NNC(=S)NCC2CCCO2)cs1 (stereo not drawn)	-1	160	-123%	/	/	/	1	160	9%
CC1CN(C2CCN(C(=O)COc3ccccc3)CC2)CC(C)O1 (stereo not drawn)	10	151	/	8	91	83	-10	151	/
O=C(c1ccc(Cl)cc1)C(Cn1cncn1)C(Sc1ccccc1)c1ccccc1 (stereo not drawn)	-2	187	-8%	/	/	/	2	187	2%
COc1cccc(C2C(C#N)=C(N)OC(C(C)(C)C)=C2C#N)c1 (stereo not drawn)	13	93	-13%	5	81	76	-13	93	-1%
Cc1cccc(NC(=O)C(NS(=O)(=O)c2ccc3c(c2)CCC(=O)N3)c2ccccc2)n1 (stereo not drawn)	26	128	-14%	18	94	76	-26	128	-22%
CCOC(=O)C1=C(C)NC(C)=C(C(=O)OCC)C1c1cc2ccc(C)cc2[nH]c1=O	5	167	-48%	/	/	/	-5	167	1%
COCC(=O)NCCSc1c(C)[nH]c2ccccc12	17	54	-22%	-12	85	97	-17	54	-5%
Cc1c(NC(=O)CSc2ccccc2C(=O)Nc2cccnc2)c(=O)n(-c2ccccc2)n1C	-9	108	-13%	4	102	99	9	108	9%
Cc1ccccc1-n1c(=O)c2c(n3cnnc13)-c1ccccc1CC21CCCCC1	-4	182	-38%	/	/	/	4	182	-7%
C1CCC(NC2=NCCC2)CC1	6	173	0%	5	92	88	-6	173	2%
CC1CCCN(C(=S)NCCc2ccccc2)C1 (stereo not drawn)	3	170	17%	2	98	96	-2	170	1%
CCOC(=O)c1ccc(CNC(=O)c2cc(C(C)(C)C)oc2C)o1	7	126	-36%	/	/	/	-6	126	-8%
COCC(=O)Nc1nnc(COc2ccccc2)s1	-12	73	-2%	-6	94	100	12	73	11%
Cc1cccc(N2CCN(C(=O)CCCn3c(=S)[nH]c4cc5c(cc4c3=O)OCO5)CC2)c1C	4	148	-24%	-5	72	77	-4	148	8%
CC(C)(C)NCC(O)COc1c(F)cc(Br)cc1F (stereo not drawn)	-2	129	9%	/	/	/	2	129	2%
COC(=O)c1cc(OC)c(OC)cc1NC(=O)CSc1ccc(C)cc1	0	108	-2%	/	/	/	6	158	2%
Cc1ccc(S(=O)(=O)CCc2nnc(NC(=O)COc3cccc(C)c3)s2)cc1	-2	123	-5%	/	/	/	0	96	3%
CSCC[C@H](NC(=O)OC(C)(C)C)c1nnc(SCc2ccccc2)o1	3	150	-74%	6	90	84	-3	150	-3%
CN(Cc1ccccc1)c1nc2c(c(=O)[nH]c(=O)n2C)n1CCCSc1ncccn1	1	154	-8%	3	70	68	-2	154	3%
Cc1cc(S(=O)(=O)N2CCN(Cc3ccc4c(c3)OCO4)CC2)cc(C)c1N1CCCC1=O	/	/	-41%	6	70	64	/	/	1%
O=C(CN1c2ccccc2Sc2ccccc21)NNC(=S)Nc1ccc(Cl)cc1Cl	0	103	10%	/	/	/	0	103	-2%

(further entries)
SMILES	NFkB transloc pot	NFkB transloc pot cell count 2 µM	PLAP inhibition	MRP reversal	MRP reversal cytotoxicity	MRP reversal with doxorubicin	IL1B NFkB inh	IL1B NFkB inh cell count 2 µM	Bcl-B displacement
NC(=O)CSc1nnc(-c2ccc(S(=O)(=O)N3CCCC3)cc2)n1Cc1ccco1	25	172	-59%	0	89	89	-25	172	7%
COc1cccc(OC)c1OCCCOc1c(OC)cccc1OC	12	111	-17%	17	97	80	-12	111	-11%
O=C(Cc1cccs1)NCc1ccncc1	-3	202	-9%	1	100	99	3	202	-10%
c1csc(C(c2nnnn2C2CCCCC2)N2CCCC3(CCCCC3)C2)c1 (stereo not drawn)	1	91	/	28	93	65	-1	91	/
Cc1c(NC(=O)CSc2ccc3c(c2)OCCO3)c(=O)n(-c2ccccc2)n1C	-15	122	1%	-3	95	99	15	122	8%
N#CC1=C(SCc2ccccc2Cl)NC(=O)C(C(N)=O)C1 (stereo not drawn)	/	/	-52%	2	94	93	/	/	-11%
CCn1c(N2CCN(CC(=O)c3c(C)n(C)c4ccccc34)CC2)nc2c1c(=O)[nH]c(=O)n2C	9	216	-44%	-4	71	76	-9	216	0%
CCn1c(/C(C#N)=C(\O)CCc2ccccc2)nc2ccccc21	7	138	12%	-29	46	76	-7	138	-15%
Cc1cc(C(=O)CSc2nn(-c3ccccc3)c(=S)s2)c(C)n1Cc1ccco1	-6	104	-3%	-4	75	80	6	104	-10%
O=C(N1CCN(c2ccccc2)CC1)C(F)(F)C(F)(F)F	/	/	11%	-8	87	95	/	/	7%
Cc1nc2nc(-c3ccccc3)[nH]n2c(=O)c1C	7	207	8%	5	97	92	-7	207	-1%
O=C(NCc1ccc2c(c1)OCO2)c1ccc(COc2cccc(Cl)c2)o1	14	206	-6%	9	104	95	-14	206	0%
O=C(NC1=NCCS1)C1CC(=O)N(c2ccc(F)cc2)C1 (stereo not drawn)	28	152	18%	/	/	/	-28	152	1%
CCOc1ccc(Nc2cc(C)nc(-n3nc(C)cc3C)n2)cc1	6	101	-4%	/	/	/	-6	101	-5%
Fc1ccc(CNn2cnnc2SCc2ccc(F)cc2)cc1	-3	56	/	15	100	85	3	56	/
C1=C(c2ccccc2)Nc2nnnn2C1	-9	135	3%	-5	103	108	9	135	6%
CC(=O)c1ccc2c(c1)c1ccccc1n2CC(C)C	4	163	-17%	0	73	73	-4	163	-13%
CCCC(=O)Nc1ccc(Br)c(Cl)c1	-13	182	-1%	18	96	78	13	182	-11%
C=CCN=C(NC#N)SCc1ccccc1Cl	-8	142	20%	/	/	/	8	142	3%
C=CCN(c1ccc(C(N)=O)cc1)S(C)(=O)=O	24	134	-3%	10	100	90	-24	134	-7%
Cc1ccc(C(=O)c2ccccc2C(=O)O)c(O)c1	1	94	-7%	13	96	82	-1	94	-8%
O=C1c2ccccc2C(Nc2cccnc2)N1Cc1ccccc1 (stereo not drawn)	2	163	21%	/	/	/	-2	163	-5%
CCCNS(=O)(=O)c1ccc(NC(=O)c2ccccn2)cc1	1	113	-20%	52	100	49	-1	113	3%
COc1ccccc1-c1nc(C#N)c(N2CCC(Cc3ccccc3)CC2)o1	-6	84	-49%	2	73	71	6	84	1%
COc1ccccc1CNC(=O)C1CCC(CNc2c(N3CCOCC3)c(=O)c2=O)CC1 (stereo not drawn)	-19	63	-10%	/	/	/	19	63	-3%

(listing goes on)
SMILES	NFkB transloc pot	NFkB transloc pot cell count 2 µM	PLAP inhibition	MRP reversal	MRP reversal cytotoxicity	MRP reversal with doxorubicin	IL1B NFkB inh	IL1B NFkB inh cell count 2 µM	Bcl-B displacement
COC(=O)c1[nH]c2ccc(F)cc2c1NC(=O)CCN1CC(C)OC(C)C1 (stereo not drawn)	/	/	-12%	2	97	95	/	/	-4%
CCCC(=O)N1CCN(c2ccc(C(=O)c3ccc(OC)c(Br)c3)cc2F)CC1	/	/	-32%	-1	88	90	/	/	-19%
O=c1ccn(CCOc2ccc(Cl)cc2)c(=O)[nH]1	10	78	14%	-1	105	106	-8	78	-9%
CCOC(=O)c1c(C)nc(-c2ccccc2)nc1NC(=O)C(C)C	1	118	-21%	-6	80	86	0	118	-4%
COc1ccccc1Cc1nc(-c2ccc(Br)o2)no1	14	188	-4%	15	96	82	-14	188	-34%
Cc1cccc(N2C(=O)NC3(CCCCC3)C2=O)c1	9	209	9%	-5	87	92	-9	209	6%
COC(=O)CC1=C(C(=O)OC)C(c2cccs2)C(C#N)=C(N)O1 (stereo not drawn)	-8	79	15%	5	90	85	8	79	19%
CCCSC1=C(C#N)C(c2ccc(Cl)cc2Cl)CC(=O)N1 (stereo not drawn)	13	143	-10%	13	100	87	-13	143	-4%
COC(=O)CSc1nnnn1-c1ccccc1	8	131	-2%	8	100	92	-8	131	-2%
COc1ccc(OCc2nc(N)nc(Nc3ccccc3OC)n2)cc1	5	162	15%	-2	2	4	-5	162	-10%
CC1=C(C(=O)OCc2ccccc2)C(c2cccnc2)n2nnnc2N1 (stereo not drawn)	-4	160	-6%	4	98	94	4	160	4%
O=C(NCCc1ccccn1)c1n[nH]c(=O)c2ccccc12	21	139	-2%	9	109	100	-20	139	9%

In a second layout: results already given.
smiles,NFkB transloc pot,NFkB transloc pot cell count 2 µM,PLAP inhibition,MRP reversal,MRP reversal cytotoxicity,MRP reversal with doxorubicin,IL1B NFkB inh,IL1B NFkB inh cell count 2 µM,Bcl-B displacement
C=CCN(c1ccc(C(N)=O)cc1)S(C)(=O)=O,24,134,-3%,10,100,90,-24,134,-7%
Cc1ccc(C(=O)c2ccccc2C(=O)O)c(O)c1,1,94,-7%,13,96,82,-1,94,-8%
O=C1c2ccccc2C(Nc2cccnc2)N1Cc1ccccc1 (stereo not drawn),2,163,21%,/,/,/,-2,163,-5%
CCCNS(=O)(=O)c1ccc(NC(=O)c2ccccn2)cc1,1,113,-20%,52,100,49,-1,113,3%
COc1ccccc1-c1nc(C#N)c(N2CCC(Cc3ccccc3)CC2)o1,-6,84,-49%,2,73,71,6,84,1%
COc1ccccc1CNC(=O)C1CCC(CNc2c(N3CCOCC3)c(=O)c2=O)CC1 (stereo not drawn),-19,63,-10%,/,/,/,19,63,-3%
COC(=O)c1[nH]c2ccc(F)cc2c1NC(=O)CCN1CC(C)OC(C)C1 (stereo not drawn),/,/,-12%,2,97,95,/,/,-4%
CCCC(=O)N1CCN(c2ccc(C(=O)c3ccc(OC)c(Br)c3)cc2F)CC1,/,/,-32%,-1,88,90,/,/,-19%
O=c1ccn(CCOc2ccc(Cl)cc2)c(=O)[nH]1,10,78,14%,-1,105,106,-8,78,-9%
CCOC(=O)c1c(C)nc(-c2ccccc2)nc1NC(=O)C(C)C,1,118,-21%,-6,80,86,0,118,-4%
COc1ccccc1Cc1nc(-c2ccc(Br)o2)no1,14,188,-4%,15,96,82,-14,188,-34%
Cc1cccc(N2C(=O)NC3(CCCCC3)C2=O)c1,9,209,9%,-5,87,92,-9,209,6%
COC(=O)CC1=C(C(=O)OC)C(c2cccs2)C(C#N)=C(N)O1 (stereo not drawn),-8,79,15%,5,90,85,8,79,19%
CCCSC1=C(C#N)C(c2ccc(Cl)cc2Cl)CC(=O)N1 (stereo not drawn),13,143,-10%,13,100,87,-13,143,-4%
COC(=O)CSc1nnnn1-c1ccccc1,8,131,-2%,8,100,92,-8,131,-2%
COc1ccc(OCc2nc(N)nc(Nc3ccccc3OC)n2)cc1,5,162,15%,-2,2,4,-5,162,-10%
CC1=C(C(=O)OCc2ccccc2)C(c2cccnc2)n2nnnc2N1 (stereo not drawn),-4,160,-6%,4,98,94,4,160,4%

Bioassay records as filed in PubChem BioAssay.

This is a subset; the hit share may differ from the screen's.
